# Bioassay records: PubChem, several laboratories
# TcdB GH inh = TcdB glycohydrolase inhibitors, primary screen, biochemical, single point, plate reader | Toxin B (Clostridioides difficile), P18177 | TcdB glycohydrolase enzymatic assay | inhibition, % at 9.99 µM | actives 0.24% (n = 350,000) | AID 652162, 2013; in the data active = inhibition above about 10%
# Target sequence (P18177 whole entry, looked up): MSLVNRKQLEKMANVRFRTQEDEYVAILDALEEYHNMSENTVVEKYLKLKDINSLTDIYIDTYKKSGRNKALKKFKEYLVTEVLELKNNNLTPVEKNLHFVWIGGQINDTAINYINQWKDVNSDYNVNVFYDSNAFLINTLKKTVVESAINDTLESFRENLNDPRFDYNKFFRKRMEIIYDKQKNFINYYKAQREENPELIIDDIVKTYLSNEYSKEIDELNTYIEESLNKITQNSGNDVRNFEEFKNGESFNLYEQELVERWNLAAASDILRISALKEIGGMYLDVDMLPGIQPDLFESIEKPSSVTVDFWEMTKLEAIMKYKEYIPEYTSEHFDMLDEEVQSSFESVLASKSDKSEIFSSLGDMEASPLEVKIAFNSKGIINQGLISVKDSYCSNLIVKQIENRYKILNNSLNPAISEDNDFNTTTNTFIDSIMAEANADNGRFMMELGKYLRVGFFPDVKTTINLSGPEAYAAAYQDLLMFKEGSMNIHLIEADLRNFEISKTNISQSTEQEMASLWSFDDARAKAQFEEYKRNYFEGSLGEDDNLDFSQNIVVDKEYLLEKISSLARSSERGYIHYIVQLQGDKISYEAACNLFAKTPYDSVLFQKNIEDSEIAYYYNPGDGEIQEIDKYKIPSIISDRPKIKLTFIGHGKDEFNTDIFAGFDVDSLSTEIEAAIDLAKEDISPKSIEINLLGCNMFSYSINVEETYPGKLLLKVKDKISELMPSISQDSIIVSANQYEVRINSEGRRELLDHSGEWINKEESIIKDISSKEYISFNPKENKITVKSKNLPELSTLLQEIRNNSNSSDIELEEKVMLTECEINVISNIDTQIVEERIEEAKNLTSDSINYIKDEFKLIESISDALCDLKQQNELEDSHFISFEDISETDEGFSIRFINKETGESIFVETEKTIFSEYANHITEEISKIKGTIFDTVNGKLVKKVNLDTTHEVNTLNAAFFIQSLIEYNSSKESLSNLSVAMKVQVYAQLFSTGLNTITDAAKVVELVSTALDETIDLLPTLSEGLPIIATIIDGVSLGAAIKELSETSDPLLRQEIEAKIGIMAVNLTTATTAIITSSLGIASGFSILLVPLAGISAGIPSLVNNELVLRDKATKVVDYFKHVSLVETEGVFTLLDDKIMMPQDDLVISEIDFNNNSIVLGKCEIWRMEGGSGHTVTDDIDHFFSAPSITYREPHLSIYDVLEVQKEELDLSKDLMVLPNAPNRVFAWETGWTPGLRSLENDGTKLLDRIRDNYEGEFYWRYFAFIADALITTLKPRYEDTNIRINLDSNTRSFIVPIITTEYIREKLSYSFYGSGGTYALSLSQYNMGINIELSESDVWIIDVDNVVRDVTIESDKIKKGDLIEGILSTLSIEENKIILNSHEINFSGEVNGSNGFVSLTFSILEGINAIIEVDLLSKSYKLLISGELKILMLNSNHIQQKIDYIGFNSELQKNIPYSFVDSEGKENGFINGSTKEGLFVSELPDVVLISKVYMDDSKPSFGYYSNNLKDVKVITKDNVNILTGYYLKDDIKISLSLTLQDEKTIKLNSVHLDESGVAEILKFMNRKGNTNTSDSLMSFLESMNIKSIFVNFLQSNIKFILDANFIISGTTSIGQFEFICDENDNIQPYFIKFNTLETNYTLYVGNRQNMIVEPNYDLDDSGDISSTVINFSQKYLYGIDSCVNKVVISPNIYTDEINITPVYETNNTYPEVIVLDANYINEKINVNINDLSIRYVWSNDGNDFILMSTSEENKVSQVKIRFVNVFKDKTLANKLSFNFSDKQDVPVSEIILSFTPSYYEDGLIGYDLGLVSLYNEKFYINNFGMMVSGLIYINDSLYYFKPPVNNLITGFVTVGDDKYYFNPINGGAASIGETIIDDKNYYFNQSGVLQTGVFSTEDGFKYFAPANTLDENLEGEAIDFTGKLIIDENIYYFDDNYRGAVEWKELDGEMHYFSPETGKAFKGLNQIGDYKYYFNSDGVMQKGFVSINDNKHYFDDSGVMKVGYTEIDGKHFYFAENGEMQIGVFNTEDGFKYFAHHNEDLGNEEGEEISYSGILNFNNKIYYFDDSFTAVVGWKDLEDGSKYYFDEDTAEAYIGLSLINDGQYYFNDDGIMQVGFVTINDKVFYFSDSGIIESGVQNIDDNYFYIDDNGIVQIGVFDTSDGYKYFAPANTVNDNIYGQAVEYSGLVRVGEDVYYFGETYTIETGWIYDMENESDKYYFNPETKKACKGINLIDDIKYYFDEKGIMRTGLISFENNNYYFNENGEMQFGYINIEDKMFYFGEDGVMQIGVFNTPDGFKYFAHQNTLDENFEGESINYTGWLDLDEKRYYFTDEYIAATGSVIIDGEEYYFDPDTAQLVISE
# Y pestis TopoI = Yersinia pestis topoisomerase I inhibitors, primary screen, biochemical, cleavage product accumulation, plate reader, single point | DNA topoisomerase I (Yersinia pestis CO92) | activity, % at 10 µM | Y. pestis Topo-I cleavage product accumulation | actives 0.064% (n = 360,000); in the data active = activity above about 50%, passing the limit was not always enough; inconclusive = no clear call, values can overlap the other calls; note: inactives centre near 2
# BoNT A protease = BoNT/A light chain protease inhibitors, primary screen, biochemical, flow cytometry, MLPCN library; Botulinum neurotoxin type A light chain protease (Clostridium botulinum A str. ATCC 3502); multiplex microsphere protease substrate cleavage; inhibition, % at 10 µM; actives 0.17% (n = 360,000); AID 588499, 2011; note: plate controls were buffer without enzyme for full effect and enzyme alone for no effect
# CCHFV vOTU inh = CCHFV vOTU protease inhibitors, primary screen, biochemical, Pep-AMC substrate, fluorescence | inhibition, % at 11.5 µM | Crimean-Congo hemorrhagic fever virus L polyprotein viral ovarian tumor (vOTU) protease … | actives 0.55% (n = 370,000) | AID 651958, 2012; in the data active = inhibition above about 30%; note: 0% = vehicle wells with enzyme and 100% = no enzyme wells
# FadD28 binding = inhibitors of FadD28 bisubstrate probe binding, primary screen, biochemical, fluorescence polarization, single point | Mycobacterium tuberculosis FadD28 fatty-acid-AMP ligase | actives 0.22% (n = 360,000) | inhibition, % at 12.5 µM | AID 588549, 2011; in the data active = inhibition above about 8.5%, passing the limit was not always enough; inconclusive = no clear call, values can overlap the other calls
# BoNT F protease = BoNT/F light chain protease inhibitors, primary screen, biochemical, flow cytometry, MLPCN library; Botulinum neurotoxin type F light chain protease (Clostridium botulinum); Multiplex microsphere protease cleavage assay; inhibition, % at 10 µM; actives 0.22% (n = 360,000); AID 588497, 2011; in the data active = inhibition above about 35%, passing the limit was not always enough; inconclusive = no clear call, values can overlap the other calls; note: plate controls were buffer without enzyme for full effect and enzyme alone for no effect
# Anthrax LF prot = Bacillus anthracis LF protease inhibitors, primary screen, biochemical, multiplex microsphere, MLPCN library; AID 588501, 2011; actives 0.12% (n = 360,000); multiplex microsphere protease cleavage assay; inhibition, % at 10 µM; note: plate controls were buffer without enzyme for full effect and enzyme alone for no effect
# PfHsp40 yeast = rescue of yeast from PfHsp40 toxicity, primary screen, S. cerevisiae, ATP luminescence; actives 0.68% (n = 340,000); S. cerevisiae expressing PfHsp40, growth rescue; growth rescue, % at 12.5 µM; AID 504582, 2011; in the data active = growth rescue above about 28%, passing the limit was not always enough; inconclusive = no clear call, values can overlap the other calls;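 note: yeast W303a lacking pdr1 and pdr3 grown in galactose medium; growth measured after three days at 30 °C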
# PrPC TRFRET = inhibitors of human cell surface prion protein PrPC, primary screen, cell-based, TR-FRET | Major prion protein (Homo sapiens), P04156 | TR-FRET read-out | inhibition, % at 13.8 µM | actives 0.43% (n = 370,000); in the data active = inhibition above about 24%; note: 0% = median of the test wells and 100% = reference compound wells
# * marks the source's active call; other numbers are inactive results; ? = inconclusive; . = not tested or not shown. Cut-off read from the data, not from the text of the source, unless noted: active = inhibition above about 30%; inconclusive = no clear call, values can overlap the other calls; inactive = below that.
SMILES,TcdB GH inh,Y pestis TopoI,BoNT A protease,CCHFV vOTU inh,FadD28 binding,BoNT F protease,Anthrax LF prot,PfHsp40 yeast,PrPC TRFRET
COc1ccc(N=Cc2ccc(-c3ccccc3)o2)cc1,0.6,-1,-1.8,2,-2.3,0,-6,-0.8,4
CC1CN(C(=O)c2cccc(C(=O)N3CC(C)OC(C)C3)c2)CC(C)O1 (stereo not given),.,2,0.3,9,-1.9,-1,1,-0.5,-2
CCC(C)(C)C1CCc2[nH]nc(C(=O)NC(C)C)c2C1 (stereo not given),1.1,7,-0.5,18,-1.9,-3,-16,3.7,10
CN1CCN(C(=O)N(c2ccccc2)c2ccccc2)CC1,1.7,4,-1.5,2,-2.9,?,-9,0.2,-2
Cc1ccc(C)c(OCCC(=O)OCC(=O)NCc2ccccc2)c1,0.4,20,-0.7,18,-0.2,4,-1,0.2,0
COCCn1nnnc1C(c1ccc(OC)cc1)N1CCC(C)CC1 (stereo not given),.,2,-0.2,-2,-0.5,-1,-3,-0.4,-3
CCC(C)[C@@H](C(=O)Nc1ccc2c(c1)OCO2)N1Cc2ccccc2C1=O (stereo not given in full),-1.1,-6,0.4,-3,-3.5,-8,-6,0.4,7
CCOc1cccc(C(=O)NC(=S)Nc2cccc(C)c2)c1,0.9,9,-0.6,17,-0.8,-5,-2,21,4
COc1ccc(OC)c(NC(=O)c2ccc(OCC(=O)N3CCOCC3)c(OC)c2)c1,1.1,1,-0.9,-10,-2.9,4,-1,-0.3,5
O=C(COC(=O)C1CCC1)Nc1cc(S(=O)(=O)N2CCCCC2)ccc1Cl,0.2,33,2.4,4,-0.4,7,-4,-1.5,2
CCNC(=O)Nc1nc2ccccc2s1,1.7,4,0.1,-4,-2.2,-4,-7,0.8,7
CN(C)CCCn1c(SCc2ccc(Cl)cc2)nnc1-c1ccncc1,0.0,-18,-2.2,20,-2.2,?,-1,-2.0,-9
O=C(NCCN1CCCC1=O)C1CCC(=O)N(CCc2ccc(Cl)cc2)C1 (stereo not given),0.9,-2,-2.5,-4,-2.6,-7,2,1.7,20
COc1cccc(C(=O)NCc2cccnc2)c1,1.1,8,0.1,-5,-3.5,-6,-3,0.8,-1
CC(=O)C1CCC2C3C=CC4=CC(=O)CCC4(C)C3CCC12C (stereo not given),-0.4,18,-0.9,0,-0.5,0,-2,.,-12
COC(=O)C(C)(N)Cc1ccc(O)cc1 (stereo not given),0.6,-1,-0.8,1,-4.4,-4,-10,-1.7,4
Clc1ccc(-c2nnc(NCc3ccccc3)c3ccccc23)cc1,.,12,2.0,-6,-4.9,4,-2,4.7,-2
Cc1c(C(=O)O)sc2ncn(C)c(=O)c12,.,8,0.2,11,-3.5,5,0,0.2,-1
COc1ccc(C(O)c2nc(-c3cc(F)cc(Cl)c3)cs2)cc1 (stereo not given),-0.3,9,-0.5,2,-5.8,0,-6,.,1
O=C(CNC(=S)N(Cc1ccc(F)cc1)C1CCCCC1)NCCN1CCOCC1,9.3,1,0.2,17,0.5,-8,7,-0.3,-5
C=CCNc1nc(-c2ccccc2)nc(-n2ccnc2)n1,.,13,5.4,2,-3.3,8,0,4.5,-1
COc1ccc(NC(=O)CSc2nnc(Cn3cnc4ccccc43)n2C)cc1,.,5,0.3,3,-4.1,-3,1,-0.8,-6
O=C1OCCC/C1=C\c1ccc2c(c1)OCO2,1.4,15,0.6,-4,-2.2,8,2,0.8,0
C/C(=N\NC(=O)c1ccc2c(c1)OCO2)c1ccc(C(=O)O)s1,-2.6,3,1.6,7,-3.4,8,1,-0.5,13
CC1CN(C(=O)/C=C/c2ccccc2Cl)CC(C)O1 (stereo not given),1.3,5,-0.6,0,-2.0,-19,4,-0.9,-3
COCCn1nnnc1C(c1cc2cc(C)ccc2[nH]c1=O)N1CCCCCC1 (stereo not given),.,-2,0.4,.,-1.6,-4,-1,0.0,.
CCC(=O)N/C(=N\OCc1ccc(F)cc1)c1nonc1NC(=O)CC,.,-5,1.4,-6,-3.9,22,3,-0.9,4
CC(C)(C)C(=O)Nc1cccc(-c2nc3ccccc3c(=O)o2)c1,-1.2,-13,-1.6,-3,-4.0,-8,-2,0.3,0
CCOC(=O)[C@H]1[C@H]2COc3ccccc3[C@@H]2N2C(=O)CN(CC3CCCO3)C(=O)[C@@]12C (stereo not given in full),-9.5,-2,-0.2,0,-0.2,-1,1,-2.6,10
CC(Sc1ccccc1)C(=O)N1CCN(S(=O)(=O)c2cccc(Br)c2)CC1 (stereo not given),0.0,-2,-0.5,-6,0.2,1,-3,-0.4,-7
O=C(Nc1ccc(S(=O)(=O)Nc2cnc3ccccc3n2)cc1)c1ccccc1Br,-11,4,0.3,16,-0.8,7,0,-0.3,-11
CCN(CC)CCN1C(=O)C(O)=C(C(=O)c2cccs2)C1c1ccccn1 (stereo not given),.,-1,-0.4,-4,-3.6,-1,0,-0.1,-5
O=C(Nc1ccc(F)c(Cl)c1)c1csc([C@H]2C[C@H](O)[C@@H](CO)O2)n1,1.2,2,0.2,16,-2.2,-10,-2,.,4
O=C(NC1CCc2ccccc21)C12CN(Cc3ccccc3)CC1C(c1cccc([N+](=O)[O-])c1)=NO2 (stereo not given),0.7,8,-0.9,-3,-0.9,-7,0,0.7,-3
CCCCn1c(N)c(N(CCOC)C(=O)CSCc2c(C)noc2C)c(=O)[nH]c1=O,0.9,-2,0.7,-5,-1.0,4,0,0.4,3
CC(=O)Nc1ccc(S(=O)(=O)NNC(=O)c2ccc([N+](=O)[O-])cc2)cc1,-14,1,-4.3,10,0.2,?,-17,2.6,-22
Cc1oc2ccc(O)cc2c1C(=O)OC(C)C,.,-2,0.1,1,-1.0,4,2,-1.0,2
O=C1C2C3C=CC(CC3)C2C(=O)N1/N=C/c1ccc(O)c(O)c1 (stereo not given),-1.4,-4,0.7,4,-2.3,2,2,0.6,-5
Cc1cc(Cl)ccc1NC(=S)N1CCN(C(=O)c2ccco2)CC1,0.4,-2,0.5,-8,-1.2,-13,-3,1.2,-1
CCOc1cc(/C=C2\SC(=O)N=C2N)ccc1O,2.5,-12,0.6,17,0.8,-5,0,1.3,-42
CCC(=O)Nc1ccc(NC(=O)CSc2nnnn2CC)cc1C,-0.7,-1,-0.6,-2,2.3,-12,2,1.7,-3
CCCCCC(=O)N1C[C@H](O)[C@@H](n2cc(-c3ccc(F)cc3)nn2)C[C@@H]1c1ccc(Cl)cc1,-0.3,29,-0.3,5,-8.2,2,-6,.,0
Fc1ccccc1-c1nc(-c2ccccc2)no1,.,-5,0.1,5,-2.6,1,0,-1.7,4
C/C(=N\Nc1cc(N2CCOCC2)ncn1)c1ccc(O)cc1,28*,0,4.4,1,1.4,?,2,-1.4,-4
COc1cccc(-c2cc(C(F)(F)F)nc(N3CCC(C)CC3)n2)c1,.,17,2.0,-10,-2.3,-10,3,-1.5,-6
O=C(CN1CCOCC1)Nc1ccc2c(c1)OCCO2,-0.5,0,-0.4,-10,-3.8,-1,4,-1.7,-1
CC(C)Cn1c(SCc2nc3ccccc3c(=O)[nH]2)nc2ccccc2c1=O,.,4,1.9,-13,-2.0,1,0,0.4,6
Cc1cccnc1NC(=O)c1ccc(S(=O)(=O)N2CCC(C)CC2)cc1,1.6,6,3.4,13,-0.8,6,-4,-0.2,-3
O=C(CCNC(=O)Cn1ccc2ccccc2c1=O)NCc1ccccn1,1.4,4,-1.1,5,-0.9,6,-8,-1.9,4
Cc1cc(C)cc(-c2nnc(SCC(=O)NCc3cccs3)o2)c1,.,-6,-0.4,6,0.0,0,2,0.0,0
CCCS(=O)(=O)NC(=O)C1(C)CCN(C(=O)c2cccnc2Oc2ccccc2)C1 (stereo not given),0.4,-4,-0.2,-1,-3.5,1,0,.,5
CC(C)C(NC(=O)c1ccccc1Br)c1ccccc1 (stereo not given),0.1,11,-0.8,9,-0.7,-1,-1,-1.1,2
O=C(O)/C(=C1/OC(=O)c2ccccc21)c1ccccc1,.,4,0.1,4,-4.6,-1,-3,1.7,-4
COc1cc(OC)c(C(=O)Nc2ccccc2-c2ccccc2)cc1OC,.,29,0.5,6,-4.8,5,-3,-0.6,0
O=C1c2ccccc2C(=O)N1CCCC(=O)N1CCc2ccccc21,.,-1,0.0,2,-1.9,-2,-3,-2.2,-6
COc1cccc(Cn2c(=O)ccc3ccccc32)c1,1.5,-4,-0.5,-8,-1.4,-7,-2,-1.7,-3
O=C(CCNC(=O)C1CCN(S(=O)(=O)c2ccccc2)CC1)NCc1ccncc1,2.7,3,1.6,-9,0.6,-2,-1,1.5,-6
CN1CCN(c2ccc(-c3cc(NC=O)c4ncc(-c5ccc(F)c(Cl)c5)n4c3)cc2)CC1,0.7,-6,0.5,17,-2.1,-24,-3,.,-5
CC(C)CC(C(=O)NC1CCCC1)N(Cc1ccc2c(c1)OCO2)C(=O)c1snc(C(N)=O)c1N (stereo not given),0.9,5,0.6,2,-0.4,3,-2,0.1,-3
S=C(Nc1ccccc1)N1CCN(c2ccc(N3CCOCC3)nn2)CC1,1.2,-4,0.4,-27,?,-2,0,0.9,-6

# Part of the list above, with each value named.
COc1ccc(NC(=O)CSc2nnc(Cn3cnc4ccccc43)n2C)cc1
  TcdB GH inh: .
  Y pestis TopoI: 5
  BoNT A protease: 0.3
  CCHFV vOTU inh: 3
  FadD28 binding: -4.1
  BoNT F protease: -3
  Anthrax LF prot: 1
  PfHsp40 yeast: -0.8
  PrPC TRFRET: -6
O=C1OCCC/C1=C\c1ccc2c(c1)OCO2
  TcdB GH inh: 1.4
  Y pestis TopoI: 15
  BoNT A protease: 0.6
  CCHFV vOTU inh: -4
  FadD28 binding: -2.2
  BoNT F protease: 8
  Anthrax LF prot: 2
  PfHsp40 yeast: 0.8
  PrPC TRFRET: 0

# (continued)
SMILES,TcdB GH inh,Y pestis TopoI,BoNT A protease,CCHFV vOTU inh,FadD28 binding,BoNT F protease,Anthrax LF prot,PfHsp40 yeast,PrPC TRFRET
CCc1ccc(OCC(=O)NNC(=O)Cc2cccs2)cc1,.,-3,-0.2,-25,1.3,-11,0,0.7,4
Cc1c(Br)cc(C(=O)N2CCCC2)c(C)c1C,.,-1,-0.4,-7,-0.9,-13,2,1.5,0
O=C(NC1CC(=O)N(c2ccccc2)C1)C(=O)c1c[nH]c2ccccc12 (stereo not given),0.4,4,-3.3,-1,-0.5,5,0,-1.2,-2
Cc1cc(C)c(NC(=O)c2cccs2)c(C)c1NC(=O)c1cccs1,0.5,-8,-0.9,16,-2.3,-4,-4,0.5,2
Cc1cccc(NC(=O)CSc2nnc([C@H](C)NC(=O)OC(C)(C)C)o2)c1C,-0.6,1,0.6,4,-1.8,5,0,-1.6,2
CCCCOC(=O)c1cc(Cl)c(O)c(OC)c1,4.8,3,0.2,3,-2.3,?,-6,6.5,-3
Cc1ccc(S(=O)(=O)NP(=O)(Oc2ccccc2)Oc2ccccc2)cc1,0.0,16,-1.7,3,0.5,-6,-7,2.3,3
COc1ccc(C(=O)NNC(=O)CSc2nc3c(c(=O)n(C)c(=O)n3C)n2C)cc1,0.1,9,-0.1,0,-2.7,2,1,3.4,-7
O=C(CCNS(=O)(=O)c1cccc2nsnc12)N1CCc2ccccc21,.,-1,0.6,0,-3.1,1,3,0.0,-36

# Single values from the results shown:
# Value for Cc1cc(C)c(NC(=O)c2cccs2)c(C)c1NC(=O)c1cccs1 under TcdB GH inh: 0.5
# Value for Cc1c(Br)cc(C(=O)N2CCCC2)c(C)c1C under CCHFV vOTU inh: -7
# Value for O=C(NC1CC(=O)N(c2ccccc2)C1)C(=O)c1c[nH]c2ccccc12 (stereo not given) under CCHFV vOTU inh: -1
